From PubChem
D2 antag – HTS Assay for Allosteric Antagonists of the Human D2 Dopamine Receptor: Primary Screen for Antagonists; inhibition, % at 10 µM; HEK293 TREx D2 cells, calcium flux, dopamine EC80; D(2) dopamine receptor (Homo sapiens), P14416; 340,000 compounds, 2% hits; AID 485344, 2010; in the data active = inhibition above about 30%; note: 0% is about no effect
Target sequence (P14416 whole entry, looked up): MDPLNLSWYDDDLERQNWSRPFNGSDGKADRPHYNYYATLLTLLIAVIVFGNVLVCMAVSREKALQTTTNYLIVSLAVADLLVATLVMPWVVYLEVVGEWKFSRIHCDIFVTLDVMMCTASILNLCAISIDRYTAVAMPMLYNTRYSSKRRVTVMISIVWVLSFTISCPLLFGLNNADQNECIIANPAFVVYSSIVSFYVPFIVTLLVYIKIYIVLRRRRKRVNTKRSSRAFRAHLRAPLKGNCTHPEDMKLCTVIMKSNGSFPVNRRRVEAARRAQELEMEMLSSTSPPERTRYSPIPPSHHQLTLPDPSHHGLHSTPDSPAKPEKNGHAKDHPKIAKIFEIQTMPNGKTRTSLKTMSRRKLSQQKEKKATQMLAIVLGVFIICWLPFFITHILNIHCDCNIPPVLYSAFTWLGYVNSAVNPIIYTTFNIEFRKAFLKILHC
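Antagonism is scored as inhibition of an EC80 dopamine-evoked calcium signal in a force-coupled, tetracycline-inducible HEK293 T-REx D2 line, with compound present 180 s before agonist.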
TRHR agonist – qHTS for Small Molecule Agonists and Allosteric Enhancers of Human TRH Receptor: Primary Screen for Agonists; 360,000 compounds, 0.18% hits; activation, % at 2 µM; TRHR cells, calcium flux fluo-8, FDSS agonist mode; Thyrotropin-releasing hormone receptor (Homo sapiens), P34981; note: 0% is about no effect
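In this calcium-flux screen, cells bearing human TRHR are dye-loaded with fluo-8, baselined for 10 cycles, then exposed to library compounds; positive kinetic calcium responses during the agonist phase mark hits, with TRH as control.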
D1 antagonist – Antagonist of Human D 1 Dopamine Receptor: qHTS; activity change, negative = inhibition, % at 10 µM; AID 504652, 2011; D(1A) dopamine receptor (Homo sapiens), P21728; HEK293 TREx D1 cells, calcium flux, dopamine EC80; hits give low values; 360,000 compounds, 3.2% hits; in the data active = activity change below about -30%; note: % is set by controls: 0 for no effect and ±100 for the full control effect
Target sequence (P21728 whole entry, looked up): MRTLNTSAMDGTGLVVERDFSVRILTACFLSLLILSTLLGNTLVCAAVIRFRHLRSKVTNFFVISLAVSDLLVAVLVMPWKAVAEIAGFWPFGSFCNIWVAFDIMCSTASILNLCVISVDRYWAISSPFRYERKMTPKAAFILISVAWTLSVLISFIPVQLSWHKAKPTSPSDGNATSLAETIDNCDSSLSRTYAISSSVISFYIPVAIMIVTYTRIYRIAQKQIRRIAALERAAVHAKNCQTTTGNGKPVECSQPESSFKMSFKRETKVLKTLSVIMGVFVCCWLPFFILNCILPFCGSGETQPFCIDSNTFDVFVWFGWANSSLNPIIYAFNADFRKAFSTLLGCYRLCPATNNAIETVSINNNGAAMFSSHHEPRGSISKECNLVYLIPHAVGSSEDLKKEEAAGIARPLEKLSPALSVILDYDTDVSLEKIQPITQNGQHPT
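Cells carrying a force-coupled, tetracycline-inducible human D1 receptor report calcium flux. Each well gets a 10 s baseline, compound with 180 s monitoring, then an EC80 dopamine stimulus with a second 180 s kinetic read.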
D2 agonist – HTS Assay for Allosteric Agonists of the Human D2 Dopamine Receptor: Primary Screen for Agonists; D(2) dopamine receptor (Homo sapiens), P14416; HEK293 T-REx D2 cells, calcium flux agonist mode; activation, % at 2 µM; 340,000 compounds, 0.53% hits;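 active = activation over 3 SD above normal in the single-dose calcium agonist read, cut at about 30% in these data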; note: 0% is about no effect
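Tetracycline-induced HEK293 T-REx cells with force-coupled D2 receptor, plated overnight at 30 C, loaded with no-wash calcium dye. After a 10 s baseline, compound was pin-added and calcium flux read kinetically for 180 s; calcium rises flagged agonists.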
RXFP1 antag – qHTS Assay for Antagonists of the Relaxin Receptor RXFP1; HEK293-RXFP1, relaxin-stimulated cAMP HTRF, 30 min; hits give low values; Relaxin receptor 1 (Homo sapiens), Q9HBX9; activity change, negative = inhibition, % at 57.5 µM; 350,000 compounds, 0.59% hits;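 active = activity change of -60% or lower, but not beyond a set lower limit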; note: % is set by controls: 0 for no effect and ±100 for the full control effect
D2 potentiator – HTS Assay for Positive Allosteric Modulators of the Human D2 Dopamine Receptor: Primary Screen for Potentiators; HEK293 T-REx D2, calcium flux, EC20 dopamine potentiation; 340,000 compounds, 0.34% hits; D(2) dopamine receptor (Homo sapiens), P14416; potentiation, % at 10 µM;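 active = potentiation over 3 SD above the plate norm, cut at about 30% in these data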; note: 0% is about no effect
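Potentiation of an EC20 dopamine calcium response measured kinetically over 180 s, after a preceding 180 s compound-only read flagging agonists. Cells: inducible Hek293 Trex D2 line, 4000/well, cultured overnight at 30 C before dye loading.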
TRHR PAM – qHTS for Small Molecule Agonists and Allosteric Enhancers of Human TRH Receptor: Primary Screen for Enhancers. Thyrotropin-releasing hormone receptor (Homo sapiens), P34981. enhancement, % at 2 µM. TRHR cells, fluo-8 calcium fluorescence, EC20 TRH enhancement. 360,000 compounds, 0.66% hits; in the data active = enhancement above about 30%; note: 0% is about no effect
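Enhancer read-out: after compound pinning and an initial kinetic agonist-mode read, an EC20 of TRH (10 nM final) was injected and fluo-8 calcium signal (Ex 480/Em 530) followed at 1 s/cycle for 100 cycles in TRHR-expressing cells.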
D1 agonist – Allosteric Agonists of the Human D1 Dopamine Receptor: qHTS; 360,000 compounds, 1% hits; AID 504660, 2011; activation, % at 2 µM; HEK293 T-REx D1 cells, calcium flux, agonist mode; D(1A) dopamine receptor (Homo sapiens), P21728; note: 0% is about no effect
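Agonism was scored from calcium flux recorded over 180 s (1 read/s) after pintool compound addition, following a 10-cycle baseline. Cells were inducible force-coupled HEK293 TREx D1, plated overnight at 30 C and loaded with no-wash calcium dye.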
D1 potentiator – Potentiators of Human D1 Dopamine Receptor: qHTS; D(1A) dopamine receptor (Homo sapiens), P21728; HEK293 TREx D1 cells, calcium flux, dopamine EC20 potentiation; potentiation, % at 10 µM; 360,000 compounds, 0.036% hits; AID 504651, 2011; in the data active = potentiation above about 30%; note: 0% is about no effect
An asterisk follows results filed as active; / = not tested or not shown. Cut-off read from the data, not from the text of the source, unless noted: active = activation above about 30%; inactive = the rest. This is a random part of the collection; overall some 7.3% were active at least once.

Values run as follows: D2 antag | TRHR agonist | D1 antagonist | D2 agonist | RXFP1 antag | D2 potentiator | TRHR PAM | D1 agonist | D1 potentiator
1. COC(C(=O)NCc1ccc(C)cc1)c1ccccc1 (stereo not drawn)
→ -32 | 1.0 | 4 | 1.3 | -1 | 4 | 2 | 1 | -1
2. CCn1cc([N+](=O)[O-])c(C(=O)N2CCCC2)n1
→ -13 | 1.3 | 0 | -0.1 | 0 | 5 | 5 | 1 | -1
3. Cc1cccc(NC(=O)c2cc(-c3c(C)cc(C)cc3O)n[nH]2)c1
→ -8 | -0.1 | 6 | 0.0 | -26 | -4 | 2 | 1 | 3
4. CC1CCCN(S(=O)(=O)CCNC(=O)c2ccccc2)C1 (stereo not drawn)
→ / | -0.7 | -18 | / | -1 | / | 2 | 1 | -2
5. COc1ccc(NS(=O)(=O)c2ccc3nc(COc4cccc5ccccc45)[nH]c3c2)cc1
→ 4 | 0.2 | 7 | -0.3 | / | 1 | 9 | 5 | 3
6. CCN(CC)S(=O)(=O)c1ccc(O)c(C(=O)OCC(=O)Nc2cc(C)c(C)cc2[N+](=O)[O-])c1
→ 13 | -0.4 | -4 | -0.3 | -2 | 2 | -2 | 1 | -10
7. Cc1ccc(C2=N/C(=C\N(C)C)C(=O)O2)cc1
→ 6 | -0.6 | 2 | -1.2 | 6 | -4 | -1 | 0 | -3
8. O=C1/C(=C/c2cccs2)SC(=S)N1c1cccc(O)c1
→ 0 | -1.0 | -16 | -0.1 | -10 | -3 | -3 | 5 | -1
9. Cc1ccc(/C=C/c2onc(C)c2S(=O)(=O)N2CCC(C(=O)N3CCOc4ccccc43)CC2)cc1
→ / | 0.2 | 9 | / | -2 | -4 | 2 | 1 | -4
10. COc1cccc(CN2CC(C(=O)NCc3ccc(Cl)s3)CCC2=O)c1 (stereo not drawn)
→ -5 | 1.1 | -2 | 0.4 | -11 | 2 | 19 | 3 | -1
11. CC(C)(C)c1ccccc1NC(=O)CSc1nc(-c2cccs2)cc(C(F)(F)F)n1
→ / | 1.7 | 5 | -0.1 | / | 7 | 10 | 8 | 3
12. Cc1cc(NC(=O)C(C)N2C(=O)c3ccccc3S2(=O)=O)no1 (stereo not drawn)
→ -22 | -0.5 | 60 | 0.7 | -8 | 18 | -2 | 7 | -3
13. CCCCCCCn1c2c(c(=N)c3ccccc31)CCC2
→ -13 | -0.2 | -4 | 0.3 | -24 | -5 | -8 | 3 | 0
14. COc1ccc(C(=O)/C=C/Nc2ccc([N+](=O)[O-])cc2C)c(OC)c1
→ -9 | 1.6 | -15 | -0.8 | -14 | 1 | -3 | 7 | -1
15. Cc1cc(CN2CCCCC2)oc1C(=O)O
→ -17 | 0.0 | 6 | -0.3 | -13 | 14 | 6 | 0 | -1
16. CNC(=S)N(Cc1ccc(OC)cc1)C1CC(=O)N(c2ccc(C(=O)OC)cc2)C1=O (stereo not drawn)
→ -5 | 0.6 | 1 | 2.1 | / | 1 | 3 | 1 | 2
17. CC(=O)CNc1ccc(S(=O)(=O)N/N=C/c2ccccc2)cc1
→ 11 | 0.6 | 20 | 0.2 | 3 | -1 | 1 | 1 | -2
18. CC(=O)C1=C(C)NC(SCC(N)=O)=C(C#N)C1c1cccs1 (stereo not drawn)
→ -2 | 0.4 | 0 | -1.3 | 5 | -1 | -2 | 0 | -2
19. COC(=O)[C@]1(CC(C)C)N[C@H](c2ccc(-c3ccc(F)cc3)c(OC)c2)[C@@H]2C(=O)N(C)C(=O)[C@@H]21
→ -5 | 0.7 | 2 | 0.5 | / | -11 | 3 | 9 | 3
20. CCO[C@H]1OC(C(=O)NCc2ccccc2)=C[C@@H](C2CCCCC2)[C@@H]1CCCO
→ -2 | 1.5 | -6 | 1.1 | / | -1 | 13 | -3 | 5
21. Cc1ccc(C(=O)N2CCN(C(=O)C3CCCO3)CC2)cc1 (stereo not drawn)
→ 22 | 1.1 | 13 | 0.2 | 6 | -2 | -6 | 3 | -5
22. Cc1ccc(-c2nc(CS(=O)CC(=O)NC3CCCC(C)C3C)c(C)o2)cc1 (stereo not drawn)
→ 19 | -0.4 | 20 | -0.8 | -20 | 3 | 11 | -1 | 7
23. COc1ccc(C(=O)NCCCNC(=O)c2cnccn2)cc1Br
→ 16 | 0.0 | -11 | -0.4 | 15 | 5 | 18 | 0 | -1
24. O=C(CS(=O)(=O)c1ccccc1)Nc1ccc(Cl)cn1
→ 12 | -1.0 | 1 | 0.5 | 5 | -4 | 2 | 0 | -7
25. Cc1onc(-c2ccccc2Cl)c1C(=O)Nc1cccc2nsnc12
→ 5 | -1.3 | 3 | 0.2 | 2 | -3 | -3 | 2 | 0
26. Cc1ccc(S(=O)(=O)N2CCN(C(C)C(=O)Nc3ccccc3-c3ccccc3)CC2)cc1 (stereo not drawn)
→ -3 | -0.2 | 10 | 0.4 | 6 | 13 | -5 | 2 | -9
27. COc1cccc(C(=O)N2CCN(Cc3ccccc3C(F)(F)F)CC2)c1
→ 3 | 0.1 | -10 | -0.4 | 2 | 1 | 2 | 9 | -2
28. CCc1ccc(OCC(=O)N/N=C(\C)c2ccc(O)cc2O)cc1
→ 45* | -0.1 | -9 | -0.2 | 15 | -13 | 0 | 2 | 4
29. O=C(CC1N=C2c3ccccc3N=C(SCc3ccccc3F)N2C1=O)NCCc1ccccc1 (stereo not drawn)
→ / | 0.1 | 19 | 0.4 | -10 | 9 | 3 | 4 | -2
30. COc1ccc(C(C)=O)c2c1OCCO2
→ -5 | 0.2 | -23 | -2.9 | 8 | 15 | 15 | 0 | -4

Reformatted with tabs: 3 of the compounds above
no.	smiles	D2 antag	TRHR agonist	D1 antagonist	D2 agonist	RXFP1 antag	D2 potentiator	TRHR PAM	D1 agonist	D1 potentiator
26	Cc1ccc(S(=O)(=O)N2CCN(C(C)C(=O)Nc3ccccc3-c3ccccc3)CC2)cc1 (stereo not drawn)	-3	-0.2	10	0.4	6	13	-5	2	-9
27	COc1cccc(C(=O)N2CCN(Cc3ccccc3C(F)(F)F)CC2)c1	3	0.1	-10	-0.4	2	1	2	9	-2
16	CNC(=S)N(Cc1ccc(OC)cc1)C1CC(=O)N(c2ccc(C(=O)OC)cc2)C1=O (stereo not drawn)	-5	0.6	1	2.1	/	1	3	1	2

D2 antag: hit marks shown above
entry	SMILES	D2 antag	TRHR agonist	D1 antagonist	RXFP1 antag	D2 potentiator	TRHR PAM	D1 agonist	D1 potentiator
28	CCc1ccc(OCC(=O)N/N=C(\C)c2ccc(O)cc2O)cc1	45*	-0.1	-9	15	-13	0	2	4

The list continues:
Values run as follows: D2 antag | TRHR agonist | D1 antagonist | D2 agonist | RXFP1 antag | D2 potentiator | TRHR PAM | D1 agonist | D1 potentiator
31. O=C1N=C(N2CCOCC2)S/C1=C\c1ccncc1
→ 1 | 0.5 | -1 | 0.4 | 10 | -8 | 1 | 1 | 5
32. CCOC(=O)c1oc2cccc(O)c2c1CN1CCOCC1
→ 15 | 0.1 | 2 | -0.4 | 2 | 4 | -2 | 2 | -3
33. O=C(Nc1cc2c3c(c1)CC(=O)N3CCC2)c1ccccc1F
→ 8 | 0.2 | -9 | 0.1 | -16 | -2 | -1 | 2 | -7
34. COc1ccc(Cc2nc(-c3ccc(NC(=O)c4cccnc4)cc3)no2)cc1
→ -7 | -2.0 | -7 | -0.7 | -11 | 14 | 5 | 10 | -3
35. CN(C)CCCNc1ncnc2scc(-c3ccccc3)c12
→ / | 0.0 | -7 | / | -7 | / | 3 | 3 | -9
36. COc1ccccc1CNC(=O)c1cccc(Nc2nc3ccccc3n3nnnc23)c1
→ / | 0.3 | -12 | 0.1 | -7 | -10 | -5 | 0 | -3
37. CCCn1c(Nc2cccc(OC)c2)nc2ccccc21
→ 39* | -0.9 | -18 | -1.4 | 11 | 4 | -10 | -1 | -7
38. Cc1ccccc1Nc1cc(C(=O)NC2CCCCC2)c2ccccc2n1
→ / | 1.6 | 14 | -0.2 | -5 | -10 | 4 | 1 | -2
39. O=C(CN1C(=O)C2CC=CCC2C1=O)Nc1ccc(S(=O)(=O)Nc2ncccn2)cc1 (stereo not drawn)
→ 27 | 0.6 | -12 | 0.4 | 2 | 10 | -13 | 1 | -6
40. Cc1cc(C(=O)Nc2ccc(S(=O)(=O)N3CCOCC3)cc2)c(C)o1
→ -3 | -0.4 | -5 | -0.4 | 4 | 2 | -1 | -1 | -4
41. C=CCNC(=S)NNC(=O)C(CC(C)C)CC(C)O (stereo not drawn)
→ -11 | -0.7 | -10 | -1.0 | -10 | 6 | -6 | 5 | -5
42. CC/C(=C\C1CCCCC1)C(NP(=O)(c1ccccc1)c1ccccc1)c1ccccc1 (stereo not drawn)
→ -6 | 0.8 | 26 | 1.4 | / | 2 | -4 | 3 | -4
43. Oc1[nH]c2ccccc2c1N=Nc1cccc(Cl)c1
→ 6 | 6.5 | -1 | 0.7 | 8 | -9 | -1 | 8 | -7
44. COc1ccc(S(=O)(=O)NCc2csc(C)n2)cc1
→ 4 | 0.1 | 17 | 0.2 | 6 | 3 | -2 | 4 | 1
45. O=C(NCC(c1cccs1)S(=O)(=O)c1cccs1)c1cccc(F)c1 (stereo not drawn)
→ / | -0.3 | -5 | -0.5 | / | 20 | 5 | 4 | -5
46. Cc1[nH][nH]c(=O)c1N=Nc1ccccc1C#N
→ 11 | -1.8 | -12 | -0.5 | / | 0 | 6 | 3 | -7
47. O=C(CSc1nnc(-c2ccc(NS(=O)(=O)c3ccccc3)cc2)o1)NCC1CCCO1 (stereo not drawn)
→ 10 | 0.5 | -4 | 0.0 | -5 | -8 | -4 | 0 | -4
48. O=C(CCN1C(=O)CSc2ccccc21)Nc1ccc(OC(F)(F)F)cc1
→ 51* | -0.2 | / | 0.2 | -4 | -17 | 33* | 2 | -3
49. Cn1cccc1/C=C(\C#N)c1ccccc1
→ -2 | -0.5 | 4 | -0.1 | / | 11 | 1 | -1 | -4
50. COc1ccc(C(=O)N2CC3(CC(c4cccc([N+](=O)[O-])c4)=NO3)C[C@H]2C(=O)NCC(N)=O)cc1 (stereo partly drawn)
→ / | 0.2 | -2 | / | / | / | -3 | 8 | 2
51. Cc1cccc(NC(=O)C2C3C=CC4(O3)C2C(=O)N(CCCN2CCCC2)C4C(=O)NC2CCCC(C)C2C)c1 (stereo not drawn)
→ 6 | 0.1 | 13 | 0.4 | -9 | -12 | 6 | -3 | -2
52. COc1cccc(C(C)N(C)Cc2nc(COc3ccccc3)no2)c1 (stereo not drawn)
→ -6 | -0.3 | 0 | -1.1 | -5 | -10 | 0 | 2 | -4
